High-throughput results from PubChem BioAssay.
MT stabilizer: microtubule stabilizers in HeLa cells, primary screen, imaging, high-content imaging | 200,000 tested, 0.83% active | % tubulin-high responders, % at 10 µM | HeLa tubulin immunostaining HCS, 24 h; share of cells brighter than vehicle mean+2SD;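 active means plate Z-score above 3 for both tubulin-high and condensed-nucleus cell shares, with cell loss under 80%, at 10 µM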;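 further: anti alpha tubulin signal scored within the nucleus-defined area of each cell; some results filed as inactive read as strong as hits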
Dynein transport: inhibitors of GR-EGFP nuclear translocation, primary screen, dynein cargo transport inhibitor project, imaging, high-content, 3617.4 mouse cells; AID 1381, 2008; 220,000 tested, 0.47% active; z-score, hits read low; test concentration mostly 20 µM; stimulated with dexamethasone, 1 µM; stronger effect = lower value;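 active means plate z-score of nuclear minus cytoplasmic receptor signal below a set negative limit, without overly bright fluorescence or cell loss, cut at about -3.5 in these data, passing the limit was not always enough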;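 further: z-score of nuclear minus cytoplasmic ring GR-EGFP intensity difference per well; some compounds called inactive have numbers as strong as hits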
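Buffer or medium: tet-free, stripped-serum medium; Also added: dexamethasone, 1.0 µM final; Technique: high-content fluorescence imaging after fixation; Times: 48 h induction, 1 h compound, 30 min dex at 37 °C; Read-out: per-cell GR-EGFP intensity, nucleus versus surrounding cytoplasmic ring, well-averaged.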
b-catenin transl: modulators of beta-catenin nuclear translocation, primary screen, imaging, HeLa cells, immunofluorescence, high-content; nuclear translocation activity, % at 5 µM; 190,000 tested, 0.3% active; AID 1665, 2009;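 active means nuclear translocation activity above 50% at 5 µM, with a well cell count of 50 or more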;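 further: per-cell ratio of nuclear to cytoplasmic median beta-catenin stain intensity; plate controls were DMSO negative control for no effect and GSK-3 inhibitor IX positive control for full effect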
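Test system: human HeLa cells, endogenous beta-catenin. Times: 24 h compound exposure, 37°C. Measured by: beta-catenin immunofluorescence imaging with DAPI.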
T cell modulator: modulators of CD8 T cell-vesicle binding, primary screen, mouse 2C CD8+ T cells, flow cytometry | 2C CD8+ T cell-vesicle binding; stronger effect = lower value | calls only at 7 µM | 330,000 tested, 0.068% active | AID 2052, 2009;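 active means response, share of CD8 T cells binding vesicles, and their 90th percentile fluorescence all below set limits, cut at about 80% in these data, passing the limit was not always enough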
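Assay system – 2C mouse CD8+ T cells · Also added – QL9-loaded Drosophila micro-vesicles · Timing – Cell–vesicle co-incubation 1.5 h at 37 °C, staining 20 min on ice · Signal – flow cytometry of vesicle-bound cells · Measure – percent CD8+ FL2 mean versus row control · Controls – Peptide-free naked vesicles (low) and QL9 vesicles with 0.7% DMSO vehicle (high)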
M17LAP inhibition: P. falciparum M17LAP inhibitors, primary screen, biochemical, fluorogenic H-Leu-NHMec substrate, 1536-well (AID 1619). Leucine aminopeptidase (Plasmodium falciparum (isolate 3D7)). 220,000 tested, 0.38% active. recombinant M17LAP, H-Leu-NHMec fluorogenic kinetic assay; higher % means a stronger effect. inhibition, % at 30 µM, or IC50 in µM where a hit was titrated;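 active means compound inhibiting the enzyme by more than half at any dose during confirmatory dose-response retesting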;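 further: plate controls were full reaction with DMSO carrier for no effect and no enzyme background for full effect; strong numbers were not always called active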
Autophagy mod: autophagy modulators in MEF cells, primary screen, imaging, high-content, MEF GFP-LC3; 190,000 tested, 0.98% active; calls only at 10 µM (by protocol); MEF GFP-LC3 puncta imaging; test concentration mostly 10 µM; AID 463193, 2010;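 active means percentage of spot-positive cells more than 3 SD above its plate mean, without a fluorescence outlier flag or 80% toxicity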;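 further: spot-positive cell cutoff set from DMSO-treated cells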
Yfh1-depleted yeast: enhancers of respiration in Yfh1-depleted yeast, dose response, Friedreich's ataxia, plus single-dose screen (AID 1465) | S. cerevisiae Yfh1-off respiration, WST-1 reduction, 72 h; higher fold induction means a stronger effect | fold induction at 50 µM, or EC50 in µM where a hit was titrated | 220,000 tested, 0.074% active;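 active means fold induction of absorbance versus untreated yeast above a set limit, then at least 30% activation at any dose in follow-up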;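 further: activators that raise dye reduction in frataxin-depleted yeast; strong numbers were not always called active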
P. falciparum M1AAP: P. falciparum M1AAP inhibitors, biochemical, fluorogenic H-Leu-NHMec substrate, 1536-well (AID 1445) | recombinant M1AAP, H-Leu-NHMec fluorogenic kinetic assay; higher % means a stronger effect | one-dose inhibition, % at 30 µM; IC50 in µM for titrated hits | 220,000 tested, 0.42% active;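 active means primary inhibition above the hit cutoff, then over 50% inhibition at one or more dose response concentrations, cut at about 23% in these data, passing the limit was not always enough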;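 further: plate controls were DMSO full reaction for no effect and no enzyme background for full effect; strong numbers were not always called active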
WT yeast gro inh: growth inhibition of WT strain, primary screen, mitochondrial fusion inhibitor project, WT and mutant strains, chemical genetic | mitochondrial fusion phenotypic screen | inhibition, % at 10 µM | 190,000 tested, 2.1% active | AID 1362, 2008; in the data active means inhibition above about 58%; tested in S. cerevisiae
WT yeast gro inh mutant strain: further read-out of WT yeast gro inh, marked with its call; inhibition, %; mitochondrial fusion phenotypic screen, mutant strain inhibition
Dynein transport cytoplasmic EGFP: recorded beside Dynein transport, whose call it bears; z-score; measured here: cytoplasmic GR-EGFP intensity; stronger effect = higher value
Dynein transport nuclear GR-EGFP: further read-out of Dynein transport, marked with its call; z-score; measured here: nuclear GR-EGFP intensity;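 lower value marks the stronger effect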
Dynein transport cell count: further read-out of Dynein transport, marked with its call; z-score; measured here: cell count per field
b-catenin transl cell count 5 µM: recorded beside b-catenin transl, whose call it bears; cell count; measured here: cell count, cytotoxicity flag
T cell modulator vesicle-bound %: second read-out of T cell modulator, no call of its own (marks repeat the call); double positive events, %; measured here: CD8+ vesicle-bound cell fraction;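 binding gate set so that unloaded-vesicle control wells show 10% double positive cells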
MT stabilizer Hoechst-high %: also measured in MT stabilizer; calls as there; % Hoechst-high responders; measured here: nuclear condensation Hoechst responders;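 share of cells brighter than vehicle mean plus two SD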
MT stabilizer cytotoxicity %: recorded beside MT stabilizer, whose call it bears; toxicity, %; measured here: cytotoxicity by cell density;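 0% = mean cell density of plate MIN control wells and 100% = no cells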
Autophagy mod cell loss 18 h: further read-out of Autophagy mod, marked with its call; toxicity, %; measured here: cell loss, nuclei count;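 cell loss after 18 h compound exposure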
Active calls of the source: *; i = inactive; . = no result given; + = active, no number. Compounds as they come, and some 4.4% of all compounds hit somewhere here.

SMILES	MT stabilizer	MT stabilizer Hoechst-high %	MT stabilizer cytotoxicity %	Dynein transport	Dynein transport cytoplasmic EGFP	Dynein transport nuclear GR-EGFP	Dynein transport cell count	b-catenin transl	b-catenin transl cell count 5 µM	T cell modulator	T cell modulator vesicle-bound %	M17LAP inhibition	Autophagy mod	Autophagy mod cell loss 18 h	Yfh1-depleted yeast	P. falciparum M1AAP	WT yeast gro inh	WT yeast gro inh mutant strain
COc1ccc(OC)c(S(=O)(=O)N(C(C)=O)c2ccc3oc(=O)sc3c2)c1	4.0	2.7	7.6	-0.43	0.058	-0.17	0.37	-0.8	1103	i	43	0%	i	14	i	6%	5	-9
CCCNC(=O)NC(=O)CSc1ncc(C(F)(F)F)cc1Cl	1.3	1.6	11	4.3	0.013	2.1	-2.3	-2.3	962	i	13	-5%	i	-3	i	0%	-12	3
CCOc1cc(NC(=O)c2cnccn2)c(OCC)cc1NC(=O)c1cccc(F)c1	1.3	1.9	1.8	1.3	-0.083	0.97	-1.8	0.4	1544	i	56	4%	+	-8.2*	i	-20%	21	24
CCCCNC(=O)CN1C(=O)c2cccc(N)c2C1=O	2.9	1.7	6.8	0.31	-0.21	-0.39	0.022	5.0	983	.	.	12%	i	13	i	6%	-15	-5
O=C(CSc1ncn[nH]1)Nc1ccccc1Sc1ccccc1	0.9	1.7	3.5	1.1	-0.21	0.37	0.13	-2.1	1226	i	49	59%	i	-41	i	4%	5	5
Cc1ccc(NC(=O)CCC(=O)N/N=C/c2ccc([N+](=O)[O-])o2)cc1C	.	.	.	0.1	-0.24	0.62	-0.24	-0.7	1324	i	56	-3%	.	.	i	3%	.	.
Cc1cc(C)cc(N(C(=O)CCC(=O)Nc2cc(C)on2)C(C(=O)NC2CCCC2)c2ccco2)c1 (stereo unspecified)	1.9	2.0	10	-0.035	-0.24	-0.51	0.48	-0.8	1575	i	38	9%	i	-19	i	8%	-6	-5
CSc1nnc(C)c(=O)n1COC(=O)c1cc(Cl)ccc1[N+](=O)[O-]	3.1	1.6	7.9	-1	-0.25	-0.012	0.73	-1.7	1107	i	29	2%	i	4	i	6%	-17	-3
COC(=O)/C=C1\C(=O)N(c2nc3ccccc3s2)C(=S)N1c1ccc(F)cc1	0.8	1.1	10	0.95	0.68	0.72	-2	.	.	i	17	-2%	i	-2	i	-4%	21	10
CCCCSc1cnn(-c2ccccc2)c(=O)c1SCCCC	2.6	1.8	6.3	-1.2	-0.21	-0.46	-0.19	-3.0	626	i	12	18%	i	4	i	6%	64*	5.3*
CCN(CC)C(=O)CSc1nc(C)cc(-c2cccs2)c1C#N	2.9	2.4	20	0.83	-0.087	0.55	-0.53	0.5	1250	i	63	1%	i	9	i	2%	5	17
CCCCc1cc(=O)oc2cc(C)c(CN3CCCC3)c(O)c12	1.4	1.6	6.1	-0.16	-0.21	0.21	0.11	.	.	i	51	-5%	i	-11	i	4%	10	5
CC1(C)O[C@@H]2C[C@H]3[C@@H]4CCC5=CC(=O)C=C[C@]5(C)[C@@]4(F)[C@@H](O)C[C@]3(C)[C@]2(C(=O)CO)O1	1.3	1.3	3.9	-0.85	-0.28	0.14	0.38	-11	499	i	63	-1%	i	5	i	3%	-6	-16
CCNc1nc(-c2cc3ccccc3o2)cs1	4.7	2.7	3.0	-0.63	-0.26	-0.62	0.25	-1.1	540	i	60	-6%	i	6	i	1%	26	-1
CCOC(=O)C(O)(CC(=O)c1ccc(OC)cc1)C(F)(F)F (stereo unspecified)	4.2	3.3	8.5	0.27	-0.26	0.46	0.8	1.6	1125	i	15	22%	i	6	i	-1%	7	4
CCC(=O)NC(=S)Nc1ccc(NC(=O)c2ccc([N+](=O)[O-])cc2)cc1	2.2	3.2	17	0.23	-0.27	0.16	0.47	0.6	478	i	40	8%	i	-1	i	8%	-15	-3
Cn1nnc(NCc2cc(Br)ccc2OCc2cccs2)n1	4.0	2.5	22	1.3	-0.24	1	-1.1	.	.	i	40	-14%	i	3	i	9%	-12	5
CC(C)NC(=O)CSc1nc(Cc2cccs2)nc2ccccc12	2.6	1.6	3.4	0.53	0.11	0.62	1.1	-0.9	1099	i	42	12%	i	-22	i	12%	-30	-16
Cc1cccc(-n2c(O)c(C=Nc3ccccc3N)c(=O)[nH]c2=O)c1	2.0	2.1	18	0.21	-0.29	0.71	0.76	.	.	i	49	-1%	i	13	i	1%	0	4
O=C(Oc1cccc(-n2cnnn2)c1)C1CCCCC1	3.4	3.9	7.1	-0.45	-0.24	-0.022	0.5	-1.6	1186	i	34	14%	i	7	i	3%	-1	1
O=C(Cn1nc(-c2ccc3c(c2)OCCO3)ccc1=O)Nc1ccc(N2CCOCC2)cc1	4.4	1.7	4.7	-0.53	-0.27	-0.65	-0.15	-1.0	1141	i	9	9%	i	0	i	-2%	-16	10
CCn1c(COc2cccc(OC)c2)nnc1SCC(=O)Nc1ccccc1C(=O)OC	3.4	1.6	5.5	0.29	-0.31	0.52	-0.64	.	.	i	40	13%	i	9	i	11%	-14	8
O=C1N/C(=C/c2ccsc2)C(=O)N1c1ccccc1	5.8	1.1	10	-0.34	-0.37	-0.71	1.4	-0.9	1434	i	51	-3%	i	-9	i	2%	4	-26
Cc1ccccc1NCC(=O)N=Nc1c(O)[nH]c2ccc([N+](=O)[O-])cc12	.	.	.	-0.54	-0.055	-0.27	-0.53	-0.7	1250	i	46	14%	.	.	i	13%	.	.
CN(C)S(=O)(=O)c1ccc2c(c1)nc(CCC(=O)NCc1ccc(Cl)cc1)n2C	0.5	1.3	4.2	0.49	-0.26	0.24	0.25	-1.6	1073	i	61	6%	i	25	i	2%	-2	-5
Cc1ccc2sc(C)[n+](CCC(C)S(=O)(=O)[O-])c2c1 (stereo unspecified)	3.9	1.7	6.3	0.76	-0.11	0.52	-0.33	0.4	1099	i	2	-37%	i	1	i	3%	-4	7
O=c1c2[nH]c3ccc(F)cc3c2ncn1CCN1CCN(Cc2ccccc2)CC1	6.0	2.0	4.1	-0.82	-0.061	-0.054	0.34	-0.4	1152	i	35	4%	i	-11	i	0%	8	2
O=C1CCCc2nc3c(cc21)C(O)Oc1ccccc1-3 (stereo unspecified)	4.3	1.1	2.8	-0.19	-0.28	-0.14	0.5	3.0	871	i	28	-9%	i	10	i	7%	12	8
Cc1cc(-c2ccccc2)nc(=O)[nH]1	1.9	1.7	13	-0.34	0.09	-0.0016	0.31	0.9	1113	i	25	9%	i	3	i	11%	3	-7
CC(=O)Cc1nnn(-c2cc(C)on2)n1	.	.	.	0.25	-0.21	0.14	0.25	0.3	1255	i	10	-4%	.	.	i	1%	.	.

The final two entries of the part above come first, to join the parts:
SMILES	MT stabilizer	MT stabilizer Hoechst-high %	MT stabilizer cytotoxicity %	Dynein transport	Dynein transport cytoplasmic EGFP	Dynein transport nuclear GR-EGFP	Dynein transport cell count	b-catenin transl	b-catenin transl cell count 5 µM	T cell modulator	T cell modulator vesicle-bound %	M17LAP inhibition	Autophagy mod	Autophagy mod cell loss 18 h	Yfh1-depleted yeast	P. falciparum M1AAP	WT yeast gro inh	WT yeast gro inh mutant strain
Cc1cc(-c2ccccc2)nc(=O)[nH]1	1.9	1.7	13	-0.34	0.09	-0.0016	0.31	0.9	1113	i	25	9%	i	3	i	11%	3	-7
CC(=O)Cc1nnn(-c2cc(C)on2)n1	.	.	.	0.25	-0.21	0.14	0.25	0.3	1255	i	10	-4%	.	.	i	1%	.	.
O=Cc1cn(CC(=O)N2CCCCC2)c2ccccc12	2.8	2.3	4.1	-0.62	-0.33	-0.67	0.79	-1.3	936	i	28	6%	i	5	i	3%	-2	1
CCCCCCn1c(SCC(=O)OC)nc2c1c(=O)[nH]c(=O)n2C	4.9	1.9	5.0	0.15	-0.21	0.41	0.55	-1.1	1111	i	38	6%	i	8	i	17%	10	0
O=c1cc(-c2ccco2)oc2ccc(Cl)cc12	2.5	1.6	1.2	-0.17	-0.26	-0.28	0.76	.	.	.	.	-3%	i	-2	i	1%	10	0
Cc1onc(-c2ccccc2Cl)c1C(=O)Nc1nnc(-c2cccc([N+](=O)[O-])c2)s1	5.7	2.4	6.4	0.14	-0.2	0.089	-0.19	-1.1	1107	i	46	-3%	i	-1	i	8%	64*	15*
CC(=O)Oc1cc2oc(=O)c3c(c2cc1Cl)CCC3	5.1	2.4	5.8	3.2	0.037	2.3	-0.99	2.2	1322	i	20	i	i	3	i	38%	13	8
Cc1ccccc1Oc1ncnc(N)c1[N+](=O)[O-]	2.6	2.3	6.6	0.19	-0.19	-0.22	0.71	-0.8	1092	i	35	2%	i	12	i	2%	8	8
